MC4R antagonist – MC4R antagonists of cAMP signaling, primary screen, cell-based, TR-FRET, antagonist arm of biased-ligand search. Melanocortin receptor 4 (Homo sapiens), P32245. MC4R-expressing cells, MTII-stimulated cAMP, LANCE TR-FRET. inhibition, % at 6.5 µM. actives 0.48% (n = 360,000);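 active means inhibition above its plate's cutoff, the mean of tested wells on that plate plus 3 SD, cut at about 29% in these data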;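 further: 0% = Melanotan II alone and 100% = Melanotan II plus saturating MCL0020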
Target sequence (P32245 whole entry, looked up): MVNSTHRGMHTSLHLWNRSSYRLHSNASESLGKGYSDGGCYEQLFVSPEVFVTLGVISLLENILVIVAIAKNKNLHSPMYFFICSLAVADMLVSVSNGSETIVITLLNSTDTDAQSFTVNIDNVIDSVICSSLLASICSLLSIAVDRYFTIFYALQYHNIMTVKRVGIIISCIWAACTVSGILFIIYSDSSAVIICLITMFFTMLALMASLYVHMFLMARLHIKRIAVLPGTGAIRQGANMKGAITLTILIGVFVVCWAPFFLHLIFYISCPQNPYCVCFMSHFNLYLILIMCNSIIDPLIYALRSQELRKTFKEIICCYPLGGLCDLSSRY
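Test system: U2OS cells stably expressing human melanocortin 4 receptor (MC4R); also added: Melanotan II challenge; compound: 6.5 µM single dose; timing: 30-min compound preincubation, 1-h Melanotan II challenge, 1-h detection, room temperature; signal: Eu-cAMP/anti-cAMP TR-FRET, emission 671 nm; repeats: one well per compound, no replicates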
aDG glyco act – activators of alpha-DG glycosylation, primary screen, uHTS, Pro5-aDG cells, AlphaScreen; activation, % at 10 µM; alpha-DG glycosylation AlphaScreen (IIH6); 0% Pro5, 100% B10-LARGE cell signal; actives 0.22% (n = 360,000); AID 624168, 2012;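 active means activation of at least 8% versus controls, or a plate z-score of at least 8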;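 further: Pro5 are CHO cells carrying HIG-tagged alpha-DG that lacks glycosylation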
Granule exo inh – LAMP-1 surface exposure blockers, TALL-104 cells – cell-based, flow cytometry, MLPCN library, primary screen; actives 0.66% (n = 360,000); TALL-104 LAMP-1 surface exposure; cells stimulated with thapsigargin and PMA; AID 651702, 2012; inhibition, % at 10 µM;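 active means inhibition above about 55%, limit read from the data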
N-glyco inh – increase of ERlucT glycosylation luciferase signal, primary screen, N-linked glycosylation inhibitor project, D54 ERlucT cells, luminescence, set 2. D54 ERlucT glycosylation luciferase reporter, 24 h; percent of 100 nM tunicamycin response. reporter increase, % at 12.5 µM. actives 0.23% (n = 360,000). AID 588692, 2011;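 active means mean luciferase reporter signal, scaled so untreated is 0 and the glycosylation-blocking control 100, at or above a set limit in every replicate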;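 further: luciferase carries N-glycosylation sites so blocking glycosylation raises the light; 0% = median of neutral control wells and 100% = median of 100 nM tunicamycin wells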
MC4R ag barr – MC4R agonists recruiting beta-arrestin, primary screen, cell-based, luminescence, agonist arm of biased-ligand search | Melanocortin receptor 4 (Homo sapiens), P32245 | U2OS MC4R beta-arrestin complementation; percent of melanotan II response, DMSO zero | activation, % at 8.9 µM | actives 0.98% (n = 360,000);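 active means activation above a per-plate cutoff, the mean activation of sample wells on that plate plus 3 SD, cut at about 8% in these data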
ABHD5 PLIN5 PPI – ABHD5-PLIN5 interaction inhibitors, primary screen, cell lysate, split luciferase complementation, luminescence; Perilipin-5 (Homo sapiens) + 1-acylglycerol-3-phosphate O-acyltransferase ABHD5 (Homo …; Split G. princeps luciferase complementation, 4 h; inhibition, % at 4 µM; actives 0.78% (n = 360,000); AID 602281, 2012;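 active means inhibition above the mean inhibition across every tested compound plus 3 SD, cut at about 22% in these data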;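 further: 0% = DMSO only wells and the 100% control is not disclosed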
TLR9-MyD88 block – inhibitors of TLR9-MyD88 association in cells, primary screen, cell-based, CHO, BLA complementation, fluorescence | Toll-like receptor 9 (Homo sapiens) + Myeloid differentiation primary response protein … | CCF4 FRET ratio | inhibition, % at 4.98 µM | actives 0.21% (n = 340,000);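 active means inhibition above the mean over all tested compounds plus 3 SD, cut at about 21% in these data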;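 further: 0% = DMSO only wells and 100% = clavulanate BLA inhibitor control wells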
ABCB6 inh 2 – ABCB6 transporter inhibitors, primary screen, K562-ABCB6 cells, flow cytometry, MLPCN library; ATP-binding cassette sub-family B member 6 (Homo sapiens), Q9NP58; fluorescence ratio to DMSO, % at 10 µM; actives 0.19% (n = 360,000); K562-ABCB6 porphyrin accumulation, 1 h; stronger effect = lower value;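 active means fluorescence ratio to DMSO below 75%, the collection mean minus 3 SD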;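 further: signal is porphyrin accumulated inside mitochondria; 100% equals median channel fluorescence of DMSO control wells; lower ratio means ABCB6 inhibition with less porphyrin fluorescence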
NOD2 RIPK2 PPI – NOD2-RIPK2 binding disruptors in cells, primary screen, fluorescence, CHO cells, BLA complementation. Receptor-interacting serine/threonine-protein kinase 2 (Homo sapiens), O43353. CCF4 ratio. inhibition, % at 4.98 µM. actives 0.38% (n = 360,000); in the data active means inhibition above about 21%;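 further: 0% = vehicle only and 100% = reference blocker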
Target sequence (O43353 whole entry, looked up): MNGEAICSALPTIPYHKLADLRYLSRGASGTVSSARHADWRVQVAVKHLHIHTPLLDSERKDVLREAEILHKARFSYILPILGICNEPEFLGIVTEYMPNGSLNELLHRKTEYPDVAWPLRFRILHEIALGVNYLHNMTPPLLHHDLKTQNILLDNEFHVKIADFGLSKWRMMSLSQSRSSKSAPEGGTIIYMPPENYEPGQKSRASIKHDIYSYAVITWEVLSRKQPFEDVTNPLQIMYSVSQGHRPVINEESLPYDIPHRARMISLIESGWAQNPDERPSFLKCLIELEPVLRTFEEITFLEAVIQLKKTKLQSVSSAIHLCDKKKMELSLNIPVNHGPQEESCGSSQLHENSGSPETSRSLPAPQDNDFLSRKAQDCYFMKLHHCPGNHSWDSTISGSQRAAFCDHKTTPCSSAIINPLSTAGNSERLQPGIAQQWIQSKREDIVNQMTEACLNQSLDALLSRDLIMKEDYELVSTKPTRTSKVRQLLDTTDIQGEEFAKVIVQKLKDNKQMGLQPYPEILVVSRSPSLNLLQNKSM
Vif imaging – HIV Vif self-association inhibitors, primary screen, imaging, HEK293T, single point | HEK293T cells, Vif self-association by quenched fluorescence, 24 h | inhibition, % at 7.49 µM | actives 0.35% (n = 340,000); in the data active means inhibition above about 50%, passing the limit was not always enough; further: some results filed as inactive read as strong as hits
An asterisk follows results filed as active; x = no result given. These rows are one share of the data, so the mix of outcomes need not match the whole.

SMILES | MC4R antagonist | aDG glyco act | Granule exo inh | N-glyco inh | MC4R ag barr | ABHD5 PLIN5 PPI | TLR9-MyD88 block | ABCB6 inh 2 | NOD2 RIPK2 PPI | Vif imaging
CCC(C)(C)n1nnnc1CN(Cc1ccco1)Cc1cc2cc3c(cc2[nH]c1=O)OCO3 | -6 | 0.2 | 2 | 1 | -1.0 | 23* | 11 | 102 | 18 | 2
COc1cccc(/C=C2\SC(=S)N(CCC(=O)Nc3ccc(O)cc3)C2=O)c1 | 8 | -0.1 | 12 | -8 | 3.1 | 7 | 1 | 94 | -2 | 3
CCCCNC(=O)OCCSCCS(=O)(=O)c1ccc(Cl)cc1 | 10 | 0.0 | 0 | 0 | -1.8 | 3 | 3 | 104 | -3 | 0
CCN(CC(=O)Nc1ccc(NC(C)=O)cc1)C(=O)c1cccc(S(=O)(=O)N2c3ccccc3CC2C)c1 (configuration not stated) | 6 | -0.1 | -4 | 1 | -2.2 | 6 | 1 | 101 | -5 | 2
COc1cccc(CNC(=O)CSc2nnc3c(n2)[nH]c2ccc(F)cc23)c1 | 16 | 0.2 | 2 | 0 | -3.3 | 1 | -2 | 96 | -1 | 16
Cc1ccc(-c2noc(CCCC(=O)NC3CCCC3)n2)cc1 | 7 | 0.9 | 16 | -1 | -0.2 | -1 | -2 | 90 | 0 | -35
CCCCCCc1cc2cc(S(=O)(=O)c3ccc(F)c(Cl)c3)c(=O)oc2cc1O | 4 | 1.0 | 2 | -10 | 8.8* | 4 | -9 | 95 | 12 | -14
COc1ccccc1N1CCN(C(=O)c2cc3c(s2)CCCCC3)CC1 | -2 | 0.3 | -2 | -2 | -0.5 | -3 | 2 | 100 | 0 | 1
CC(=O)Nc1ccc(NC(=S)NC(=O)/C=C/c2ccccc2)cc1 | -10 | -0.5 | 0 | -3 | 2.0 | -4 | 1 | 95 | -2 | -8
CCN(CC(=O)NCc1cccs1)C(=O)c1ccc(OC)c(OC)c1 | 7 | -0.1 | 20 | 1 | 3.6 | 4 | 3 | 96 | -14 | -12
Nc1ccc(-c2nnc(-c3ccccc3)o2)cc1 | -3 | -0.1 | -6 | -5 | -1.1 | 4 | -3 | 99 | 2 | 0
CCCC(=O)Nc1cccc(-c2cn3ccsc3n2)c1 | 4 | 0.5 | -4 | 2 | -2.0 | -2 | -1 | 99 | -13 | 4
O=C(Nc1ccc(Br)c2ccccc12)c1ccc2ccccc2c1O | 8 | 0.0 | 3 | -3 | 1.7 | -5 | 0 | 95 | 7 | -16
O=C(NCc1ccco1)C(c1ccncc1)N(CCC1=CCCCC1)C(=O)Cn1nnc2ccccc21 (configuration not stated) | 12 | 0.0 | -1 | -1 | 0.2 | 2 | -10 | 95 | 3 | -7
CCC(=O)Nc1cc(OC)c(NC(=S)Nc2ccccc2CC)cc1OC | -7 | -0.2 | -6 | 0 | 0.4 | 13 | 5 | 97 | -5 | x
COc1cccc2c1C(CO)N1C(C#N)C3CC(C(=O)O)C(C1C2)N3C (configuration not stated) | 6 | -0.5 | -4 | -11 | 0.2 | 3 | 2 | 105 | -8 | -48
CCN(CC(=O)Nc1ccc(OC)cc1)C(=O)c1cc2c(s1)CCCCC2 | 4 | 0.6 | 19 | -1 | -4.4 | -3 | 1 | 95 | 0 | x
O=c1c2ccccc2[nH]c(=S)n1CC1CCCO1 (configuration not stated) | 14 | -0.4 | 0 | 3 | -0.8 | 0 | -6 | 93 | -13 | 7
CN(CCc1ccccn1)C(=S)NC(=O)c1ccco1 | 7 | 0.3 | -2 | 0 | -1.6 | -2 | 3 | 104 | -8 | 5
COc1ccc(C(=O)Nc2ccc(NC(=O)c3cccc(OC)c3)cn2)cc1 | 4 | -0.1 | 10 | -2 | -0.6 | 14 | -7 | 100 | 1 | -4
Cc1ccc(/C=N/NC(=O)Cn2cnc3c2c(=O)n(C)c(=O)n3C)s1 | 3 | -0.1 | 2 | 3 | -2.3 | -3 | -3 | 99 | -8 | -1
O=C1CNC(=O)/C1=C/c1ccccc1 | 12 | -0.3 | 4 | 2 | 0.8 | 18 | -5 | 108 | 3 | -1
CN(C)/C=C/C(=O)c1ccc(N2CCN(c3ncc(C(F)(F)F)cc3Cl)CC2)cc1 | 11 | 0.1 | 2 | -2 | 0.0 | 0 | -1 | 105 | 1 | -13
O=C(NCc1cccs1)c1csc([C@@H]2O[C@H](CO)[C@H](O)[C@H](O)[C@H]2O)n1 | -6 | -0.2 | -2 | 1 | -1.1 | -2 | x | 102 | -4 | -8
O=C(O)C1CCCN1c1ncccn1 (configuration not stated) | 4 | -0.1 | -7 | 2 | 0.7 | 4 | -4 | 94 | -4 | -16

(next part)
SMILES | MC4R antagonist | aDG glyco act | Granule exo inh | N-glyco inh | MC4R ag barr | ABHD5 PLIN5 PPI | TLR9-MyD88 block | ABCB6 inh 2 | NOD2 RIPK2 PPI | Vif imaging
Clc1ccccc1C1=Nn2c(nnc2-c2ccncc2)SC1 | 12 | 0.8 | 0 | -9 | -0.1 | 5 | -7 | 96 | -4 | x
COc1cc2ccnc(Cc3cccc(OC)c3OC)c2cc1OC | -6 | 2.8 | -2 | 2 | 1.6 | -7 | -8 | 87 | -5 | -12
CCCCSc1ncnc2c1ncn2C1CCCCO1 (configuration not stated) | -4 | 0.1 | -3 | -10 | -1.2 | -2 | -6 | 93 | -9 | -11
COC(=O)/C=C/c1ccsc1NC(C)=O | -4 | -0.1 | 0 | 4 | -2.3 | -6 | 2 | 104 | 2 | x
O=C(c1cc(-c2ccccc2)nc2ccccc12)N1CCCC1 | 11 | -0.1 | -13 | -2 | -2.1 | 6 | 4 | 103 | -10 | -6
O=[N+]([O-])c1ccc(-c2csc(N3CCc4ccccc4C3)n2)cc1 | 12 | -0.4 | -1 | 0 | 1.1 | 8 | 1 | 103 | 4 | 10
Cc1ccc(Cl)c(OC(=O)c2nn(C(C)C)c(=O)c3ccccc23)c1 | 4 | 0.1 | 0 | 5 | -1.5 | 3 | -3 | 99 | 0 | 5
CCOc1ccc(N=C2NC(=O)SC2CC(=O)OC)cc1 (configuration not stated) | 14 | -0.1 | -13 | 1 | 1.9 | -5 | -6 | 102 | -1 | -11
Cc1ccc2nc(/C(C#N)=C\c3cc(C)n(-c4cccc([N+](=O)[O-])c4)c3C)[nH]c2c1 | 7 | 1.5 | 0 | -1 | -1.0 | 7 | 0 | 118 | -7 | -13
N/C(=N\OC(=O)c1cccc2ccccc12)c1cccnc1 | -1 | 0.3 | -6 | 2 | 0.2 | 0 | -17 | 101 | -14 | -3
COC(=O)c1nn(-c2cccc(C)c2)c2nnc(Cc3ccc(C)cc3)c(=O)n12 | 11 | -0.1 | 2 | 2 | -0.4 | 5 | -4 | 98 | 6 | 1
Cc1cc(C)n(CC(=O)N/N=C/c2ccc(C)o2)n1 | 2 | -0.2 | 5 | 1 | -0.3 | -3 | 2 | 100 | -15 | 2
COc1ccc(CNC(=O)CN2C(=O)C(C)N(c3ccc(C)cc3)C2=O)cc1 (configuration not stated) | -3 | -0.3 | 1 | 0 | 0.3 | -4 | 5 | 101 | 0 | 0
CCCn1c(-c2ccc[nH]c2=O)nc2cc(C)c(C)cc21 | -8 | -0.2 | 2 | 1 | -2.0 | 0 | 2 | 101 | -11 | -1
COc1cccc(N2CCN(S(=O)(=O)c3ccc4c(c3)CC(C)N4C(=O)C3CC3)CC2)c1 (configuration not stated) | 0 | 0.0 | -3 | 1 | -0.9 | 4 | 1 | 95 | -9 | -2
COc1cc(/C=C2\C(=N)N3N=C(CC(=O)N4CCOCC4)SC3=NC2=O)cc(OC)c1OC | 1 | -0.2 | 0 | 3 | -2.2 | -4 | -6 | 96 | -11 | 1
O=C(c1ccccc1Cl)N(Cc1ccc(Br)cc1)N1C(=O)CCC1=O | 3 | -0.1 | 3 | 2 | -0.7 | 3 | -2 | 98 | 23* | -3
C[C@@H]1CN([C@H](C)CO)S(=O)(=O)c2ccc(Br)cc2O[C@H]1CN(C)C(=O)C1CC1 | 11 | -0.1 | -2 | 2 | 1.1 | -1 | 5 | 99 | -8 | -1
COc1ccc(-c2csc(NC(=O)CSCC(=O)Nc3cc(C)on3)n2)c(OC)c1 | 5 | 1.4 | -4 | 5 | -2.3 | -5 | -8 | 104 | -9 | -3
O=C(COC(=O)[C@@H]1CCCN1C(=O)c1cccs1)Nc1cccc(Cl)c1 | 8 | -0.2 | 23 | 2 | 2.3 | -3 | 8 | 95 | -2 | 3
O=C(NCc1ccc(Cl)cc1)C(=O)NCC1OCCN1C(=O)c1cccs1 (configuration not stated) | 8 | 0.0 | 5 | -2 | -0.6 | 1 | -4 | 102 | -8 | -3
C=C1c2c(Cl)ccc(O)c2C(O)=C2C(=O)[C@]3(O)C(O)=C(C(N)=O)C(=O)[C@@H](N(C)C)[C@@H]3[C@@H](O)C12 (some centres not stated) | 9 | -0.1 | 0 | -2 | -2.2 | 16 | 16 | 96 | 11 | -5
CCOc1ccc(C(=O)NCC(=O)OCc2c(C)noc2C)cc1 | 6 | -0.3 | 9 | -3 | -1.5 | -3 | 0 | 100 | -9 | 1
CC(C)N(C(=O)COC(=O)c1cncc(Br)c1)C(C)C | 14 | 0.1 | -4 | 1 | -1.5 | -3 | 2 | 96 | -3 | 13
CCCn1c(SCC(=O)c2cc(OC)ccc2OC)nnc1C(C)C | 1 | -0.1 | 0 | 1 | -1.6 | 7 | 0 | 93 | -4 | -4
NS(=O)(=O)c1cccc(NC(=O)CSc2nnc(C3CC3)n2C2CC2)c1 | 0 | 0.3 | 0 | 0 | 0.3 | 8 | -2 | 93 | 11 | 0
CCOC(=O)c1nc(NCCc2ccccc2)sc1C | -11 | 0.9 | 2 | -2 | -2.1 | 0 | -8 | 99 | -4 | -6
COc1ccc2[nH]c(=O)c(CN(C(=O)c3cccnc3)c3ccc(C)c(C)c3)cc2c1 | 10 | -0.2 | -2 | -1 | -1.6 | 0 | -1 | 95 | -4 | 6
